# High-throughput results (PubChem)
# Pin1 inh – inhibitors of human Pin1. hit rate 0.009% among 390,000. Q13526. Pin1 FP peptide displacement, HiFluor488, 10 min. Potency, µM (highest dose often 115 µM), for inactives: at the top dose activity, negative = inhibition, actives largely listed as inhibitors; active means well fitted inhibition curve with a large enough effect in the polarisation, with a control signal flat, not every such curve was filed as active; inconclusive means small, poorly fitted or top-dose-only effect, or effect the other way, or a change in a side signal; inactive means no such curve, though single readings can be large or run the other way; the % refers to the polarisation
# Target sequence (Q13526 whole entry, looked up): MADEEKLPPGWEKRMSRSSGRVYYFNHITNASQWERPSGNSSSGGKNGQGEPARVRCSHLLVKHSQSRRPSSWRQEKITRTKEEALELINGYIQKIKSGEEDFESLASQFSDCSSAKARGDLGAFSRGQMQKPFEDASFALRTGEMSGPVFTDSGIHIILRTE
# TrxR1 inh – blocks rat thioredoxin reductase 1 | recombinant rTrxR1, NADPH fluorescence consumption, selenite substrate | Potency, µM (doses to about 114 µM), for the others: at the top dose activity change, negative = inhibition, usual class: inhibitors | hit rate 1% among 390,000 | AID 588453; further: nearly all actives have a fitted effect of over 65% in size
# Target sequence (O89049 whole entry, looked up): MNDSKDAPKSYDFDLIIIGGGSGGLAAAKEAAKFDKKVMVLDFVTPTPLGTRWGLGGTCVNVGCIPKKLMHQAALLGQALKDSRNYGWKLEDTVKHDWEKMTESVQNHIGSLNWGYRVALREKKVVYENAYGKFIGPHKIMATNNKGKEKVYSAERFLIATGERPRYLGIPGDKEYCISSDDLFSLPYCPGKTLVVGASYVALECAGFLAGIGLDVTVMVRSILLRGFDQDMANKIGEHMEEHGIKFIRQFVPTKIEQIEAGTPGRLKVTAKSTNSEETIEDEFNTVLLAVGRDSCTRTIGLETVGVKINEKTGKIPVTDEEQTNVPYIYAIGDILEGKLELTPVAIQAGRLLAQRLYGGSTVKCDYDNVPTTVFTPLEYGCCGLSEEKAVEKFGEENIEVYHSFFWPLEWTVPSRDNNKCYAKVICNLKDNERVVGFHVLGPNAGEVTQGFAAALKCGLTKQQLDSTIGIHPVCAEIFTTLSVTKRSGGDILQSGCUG
#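 Rat TrxR1 (90 nM in the dispensed reagent) was pre-reduced with 400 uM NADPH for 5 min at room temperature, then incubated with compound for 15 min. After 400 uM selenite was added, NADPH fluorescence (Ex 340/Em 450 nm) was followed for 8 min.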
# TrxR1 substrate – is turned over as a substrate by rat TrxR1 | O89049 | purified TrxR1 substrate turnover, NADPH consumption readout | Potency, µM (series often up to 114 µM), without a hit: at the highest dose activity change, negative = substrate turnover | hit rate 0.01% among 390,000 | AID 588456; further: nearly all actives have a fitted effect of over 50% in size
#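 Rat TrxR1, dispensed at 90 nM, was prereduced with 400 uM NADPH (final) for 5 min at ~22 deg C, then incubated with compound 15 min before 400 uM selenite. A first-read NADPH fluorescence drop versus no-compound background flagged substrates.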
# Starred values were filed as active, the others as inactive; ? = inconclusive; & = joins results of further samples; ! = a repeat was not active; [ ] = another dose, or the depositor's remark. Unless noted, the call rests on the fitted dose curve; in most records, active means well fitted inhibition curve with a large enough effect; inconclusive means small, poorly fitted or top-dose-only effect; inactive means no such curve, though single readings can be large or run the other way. On the % scale 0 is the no-effect control and ±100 the full control effect; potency means the concentration at half of the fitted maximal effect. The list is partial, so the mix of outcomes need not match the whole.
Compound | Pin1 inh | TrxR1 inh | TrxR1 substrate
COC(=O)c1ccc(-c2ccc(C3C4C=CCC(C)C4C(=O)N3Cc3ccccc3)c(F)c2)cc1 (stereo not given) | 14.2% | 7.1% | 5.6%
CC(=O)Nc1ccc(SCCN2CCN(CCc3ccccc3)CCC2=O)cc1 | 11.0% | 128.3%[activator] | -23.7%
COc1ccc(Cl)cc1C(=O)Nc1ccc([N+](=O)[O-])cc1Cl | 1.3% | -1.1% | -2.2%
Clc1ccc(Cn2c3c(c4ccccc42)CCc2cc4ccccc4nc2-3)cc1 | 1.6% | ? | 60.3%[activator]
COc1ccc(OCCCn2c(CCNC(=O)C3CCCCC3)nc3ccccc32)cc1 | 12.0% | 0.3% | -6.2%
CC(C)c1ccc(Nc2nc(Nc3ccc(Cl)cc3)nc(N3CCOCC3)n2)cc1 | -7.7% | 3.5% | 16.1%
CCCN1CNc2c(c(=O)[nH]c(=S)n2CCc2ccccc2C)C1 | 5.5% | 5.3% | 0.2%
COc1ccc(C2Nc3ccccc3C(=O)N2c2cccc3ccccc23)cc1COc1c(C)cccc1C (stereo not given) | 2.3% | 32.4% | 20.8%
COc1ccc(S(=O)(=O)N2CCN(c3nc(-c4ccccc4)nc4ccccc34)CC2)cc1 | 0.9% | 27.8% | 5.7%
CC1CC=CC2C1C(=O)N(Cc1ccccc1)C2c1ccc2ccccc2c1C=Cc1ccccc1 (stereo not given) | 3.3% | 34.4%[activator] | 37.8%[activator]
COc1ccc(SCC(CC(C)C)N2CCN(CCc3ccccc3)CCC2=O)cc1 (stereo not given) | 2.1% | 3.8% | -3.5%
Cc1ccc2[nH]c(=O)c(CN(Cc3cccs3)Cc3nnnn3Cc3ccco3)cc2c1 | 37.3%[activator] | 13.0% | 8.8%[0.0914 µM]

# Next part, overlapping the part above by four compounds.
Compound | Pin1 inh | TrxR1 inh | TrxR1 substrate
COc1ccc(S(=O)(=O)N2CCN(c3nc(-c4ccccc4)nc4ccccc34)CC2)cc1 | 0.9% | 27.8% | 5.7%
CC1CC=CC2C1C(=O)N(Cc1ccccc1)C2c1ccc2ccccc2c1C=Cc1ccccc1 (stereo not given) | 3.3% | 34.4%[activator] | 37.8%[activator]
COc1ccc(SCC(CC(C)C)N2CCN(CCc3ccccc3)CCC2=O)cc1 (stereo not given) | 2.1% | 3.8% | -3.5%
Cc1ccc2[nH]c(=O)c(CN(Cc3cccs3)Cc3nnnn3Cc3ccco3)cc2c1 | 37.3%[activator] | 13.0% | 8.8%[0.0914 µM]
Cc1ccc(C(=O)NCC(=O)OCC(=O)c2ccc3ccccc3c2)cc1 | 3.9% | 16.1% | 9.0%
Cc1ccccc1OCC(=O)NCC(=O)OCc1cccc2ccccc12 | 0.0% | 32.2% | 7.3%
Cc1nnc(NC(=O)C2CCN(C(=O)c3ccsc3)CC2)s1 | 2.4% | 13.8% | 4.6%
CCCN1CNc2c(c(=O)[nH]c(=S)n2CCc2ccc(OC)cc2OC)C1 | -0.5% | -10.3% | -6.1%
Cc1ccc(S(=O)(=O)N2CCN(c3nc(-c4ccc(CN5CCOCC5)s4)nc4ccccc34)CC2)cc1 | ? | 11.5% | 8.1%
CSc1nc(=O)[nH]c2nc[nH]c12 | -4.6% | 12.6% | -0.9%
COc1cc2c3cc1OCc1c(O)c(OC)cc4c1C(Cc1ccc(cc1)Oc1cc(ccc1O)CC3N(C)CC2)N(C)CC4 (stereo not given) | -6.5% | 10.1% | -3.4%
CC/C=C/[C@@H](c1ccccc1)[C@H](C)C(O)CC(=O)SC(C)(C)C (stereo not given in full) | 4.5% | -1.2% | -4.3%
CCN(CC)CCN1C(=O)c2ccccc2NC1c1ccc(OC)c(COc2ccc(NC(C)=O)cc2)c1 (stereo not given) | 30.5%[activator] | 17.5% | 92.0%[activator]
N#Cc1c(Cc2cccc3ccccc23)nn(CCO)c1N | 1.5% | 7.6%[57.1 µM] | 7.2%[57.1 µM]
CN1CC2(Cc3cc([N+](=O)[O-])ccc31)C(=O)OC(C)(C)OC2=O | 25.2% | -7.3% | -8.5%
COc1cc(C2=CCN(C(C)=O)CC2)ccc1OC(C)=O | 1.0% | -4.9%[57.1 µM] | 6.1%[57.1 µM]
CC(=O)Nc1ccn(C2OC(C(COC(C)=O)NC(=O)C3CCCN3C(=O)OC(C)(C)C)C(OC(C)=O)C2OC(C)=O)c(=O)n1 (stereo not given) | -1.6% | 7.2% | -5.3%
C=CCn1c(SCCC)nc2ccccc2c1=O | 7.4% | 9.6% | 5.5%
Nc1nc(NCc2ccccc2)c2[nH]cnc2n1 | -1.7%&-2.7% | 29.1%&-7.3% | 8.7%&-3.9%
FC(F)Oc1ccc(C2=Nn3c(nnc3-c3ccccc3Cl)SC2)cc1OCC1CC1 | -1.5% | 41.1% | 4.8%
CC1(C)c2[nH]c3ccccc3c2C[C@@H]2C(=O)N(Cc3ccc(F)cc3)C(=O)N21 | 3.0% | -0.9% | -4.5%
CC(C)(C)NC(=O)COC(=O)CNC(=O)C1CCCCC1 | -3.8% | 1.2% | -2.9%
O=[N+]([O-])c1ccc(S(=O)(=O)N2CCN(c3nc(-c4ccccc4)nc4ccccc34)CC2)cc1 | -0.6% | 20.5% | -1.8%
CC(=O)Nc1cccc(C(=O)OCC(=O)NC(=O)C2CCCCC2)c1 | -1.7% | -1.3% | -1.9%
CC1(C)c2[nH]c3ccccc3c2C[C@H]2C(=O)N(Cc3ccccc3F)C(=O)N21 | -0.6% | 27.0% | -6.5%
N#CN=c1snc(-c2ccccc2Cl)n1-c1ccccc1Cl | 11.2% | -8.6% | -3.1%
O=C1NCc2c1c1c3ccccc3[nH]c1c1[nH]c3ccccc3c21 | 0.3% | -34.0% | -17.2%
CC(=O)Nc1ccc(/C=C/C(=O)c2ccc(-n3nncc3-c3ccccc3)cc2)cc1 | 48.7%[activator] | -2.2% | -6.4%
O=C(COC(=O)c1ccc2ncsc2c1)NC(=O)C1CCCCC1 | 0.4% | 7.4% | -0.8%
CC(=O)O[C@@H]1[C@@H](O)CN[C@@H]1Cc1ccccc1 | -12.6% | 39.8µM* | -8.2%
COc1ccc2nc(-c3ccc(F)cc3)sc2c1 | ? | 26.5% | 60.3%[activator]
CC(=O)Nc1ccccc1Nc1nc(NCCO)nc(N2CCCC2)n1 | -2.2% | -1.7% | -3.8%
CCCCNC(=O)c1ccc2nc(-c3cccs3)c(-c3cccs3)nc2c1 | 0.1% | 10.2% | 12.9%
CC(=O)c1cccc(S(=O)(=O)N2CCN(c3nc(-c4cccs4)nc4ccccc34)CC2)c1 | -1.2% | 18.1% | -1.7%
S=C(NCCCCN(Cc1ccc(Cl)cc1)c1ccc(Br)cn1)NCCCc1cnc[nH]1 | 1.9% | 12.2% | -3.8%
C=C1CCN(C(CC(C)C)C(=O)NCc2cc(OC)c(OC)c(OC)c2)S(=O)(=O)c2ccccc21 (stereo not given) | 3.4% | 7.9%[57.1 µM] | -7.0%
Cc1c(CCCC(=O)O)sc(N)c1C(=O)c1cccc(C(F)(F)F)c1 | -8.5% | -2.3% | 0.8%
COc1ccc(C2Nc3ccc(NC(=O)COC(C)=O)cc3C(=O)N2Cc2ccccc2)cc1COc1ccc(NC(C)=O)cc1 (stereo not given) | 25.4% | -13.6% | -1.5%
COc1cc(-c2nn3c(-c4cc(-c5ccccc5)n[nH]4)nnc3s2)cc(OC)c1OC | ? | 21.9% | 18.6%[0.0914 µM]
Cc1ccc(-c2nc(-c3cc4cc(Cl)ccc4oc3=O)sc2C)cc1 | ? | -0.7% | 1.4%

# TrxR1 inh: hit marks shown above.
Compound | Pin1 inh | TrxR1 inh | TrxR1 substrate
CC(=O)O[C@@H]1[C@@H](O)CN[C@@H]1Cc1ccccc1 | -12.6% | 39.8µM* | -8.2%

# (more compounds)
Compound | Pin1 inh | TrxR1 inh | TrxR1 substrate
COc1ccc(C2Nc3ccccc3C(=O)N2Cc2ccccc2)cc1COc1ccccc1F (stereo not given) | -0.8% | 33.2% | 39.9%[activator]
Cc1ccc2c(c1)C1(C=CC(=O)C=C1)CC(=O)N2C | -0.8% | -11.5% | 1.6%
COc1ccc(Nc2nc(NCCO)nc(N3CCCC3)n2)cc1 | ? | 19.1% | 2.0%
CC12CCC(/C(=N/O)C1=O)C2(C)C (stereo not given) | 3.2% | 10.5% | 3.5%
CCCN1CNc2c(c(=O)[nH]c(=S)n2CCc2cccc(C)c2)C1 | -2.8% | -1.9% | 1.7%
CCOc1ccc(NC(=O)CSc2nnc3c(n2)[nH]c2ccc(S(=O)(=O)N4CCOCC4)cc23)cc1 | 0.2% | 23.5% | 0.6%
O=[N+]([O-])c1cc(Cl)ccc1Nc1nc(Nc2ccc(Cl)cc2[N+](=O)[O-])nc(N2CCOCC2)n1 | 3.2% | -10.2% | -18.9%
CN(C(=O)Cc1ccccc1OC(=O)c1ccccc1)c1ccccc1I | 1.5% | 7.8% | -2.5%
COc1ccc2nc3c(cc2c1)Cn1c-3nc2ccccc2c1=O | 5.1% | 0.7% | 50.7%[activator]
COc1ccccc1-c1nc(-c2ccc(C(=O)O)cc2)no1 | 3.6% | 3.4% | 10.4%
C#CCNC(=O)[C@H](Cc1ccc(C(=O)c2ccccc2)cc1)NC(=O)OC(C)(C)C | 0.2% | -9.4%[57.1 µM] | -4.9%[57.1 µM]
COC(=O)C1=C[C@@H](C(=O)OC)C2C3=C(C(=O)[C@@]2(C)NC(=O)c2ccccc2)[C@H](C)n2c(=O)n(-c4ccccc4)c(=O)n2[C@@H]3C1 (stereo not given in full) | -5.6% | 36.9%[57.1 µM] | 2.9%
N#Cc1nc(-c2ccc(OCc3ccc(Cl)cc3)cc2)oc1N1CCCCC1 | 7.0% | 23.9% | 8.0%
O=C(Nc1ccncc1)C1C(=O)c2ccccc2N(Cc2ccccc2)C1=O (stereo not given) | -12.1% | -7.1% | -0.6%
Clc1nc(NCC2CCCO2)c2[nH]cnc2n1 (stereo not given) | 0.9% | 16.3% | -2.8%
COC(=O)C(C(C)C)N1CC(=O)c2ccccc2S1(=O)=O (stereo not given) | -5.2% | -13.7% | -4.0%
Cn1c(=S)[nH]c2cc(C(=O)N3CCN(Cc4cccs4)CC3)ccc2c1=O | -1.0% | -21.5% | 0.0%
C=C1CCN(C(Cc2ccccc2)C(=O)NCc2ccc(Cl)c(Cl)c2)S(=O)(=O)c2ccccc21 (stereo not given) | 12.8% | -7.6% | -10.0%
CCCC[C@H]1CCCO[C@@](C(=O)NCc2ccc(C)o2)(C(F)(F)F)C1 | 12.1% | ? | -3.8%
CC(C)(C)c1ccc(S(=O)(=O)N2CCN(c3nc(-c4cccs4)nc4ccccc34)CC2)cc1 | ? | 21.5%&33.0% | 18.9%&13.7%
O=C(Nc1nnc(CCc2ccccc2)s1)C1CCN(C(=O)c2ccco2)CC1 | -5.4% | 4.1% | 4.2%
CNCCN(C)c1nc(-c2cccs2)nc2ccccc12 | 6.3% | -34.3% | -10.3%
O=C(c1cccs1)N(Cc1ccco1)c1ccc(O)cc1 | -4.7% | -17.4% | -7.5%
COc1ccc(C2Nc3ccccc3C(=O)N2Cc2ccco2)cc1OC (stereo not given) | 4.7% | ? | 147.8%[activator]
CCCCCCn1c(SCC#N)nc2ccccc2c1=O | -0.4% | ? | 7.0%[0.0914 µM]
COc1ccc(-c2ccc(OC)c(C3C4C=CCC(C)C4C(=O)N3Cc3ccccc3)c2)cc1C (stereo not given) | -7.0% | -6.1% | -6.0%
Cc1ccc(Nc2nc(NCc3ccco3)nc3nccnc23)c(C)c1 | 25.8% | 1.1% | -0.2%
C=CCCN(Cc1ccc(OC)cc1)S(=O)(=O)c1ccccc1Br | -2.8% | 10.2% | -4.2%
CC(=O)Nc1ccc(SCC(Cc2ccccc2)N2CCN(CC(C)C)CCC2=O)cc1 (stereo not given) | -4.7% | 1.4% | -2.5%
CCOc1cccc(C2C=C(c3ccc4c(c3)OCO4)NC(c3ccc(F)cc3)N2)c1O (stereo not given) | 6.1% | -9.3% | -10.9%
COc1ccc(N2C(=O)c3ccccc3NC2c2ccc(OC)c(COc3ccc(NC(C)=O)cc3)c2)cc1 (stereo not given) | 37.8%[activator] | 13.8% | 9.3%[0.0914 µM]
NC(=O)NN=C1c2cc(S(=O)(=O)N3CCOCC3)ccc2-c2ccc(S(=O)(=O)N3CCOCC3)cc21 | -2.2% | 0.2% | 0.5%
CC(=O)OCON[N+]([O-])=NC(C)C | -1.9% | 15.8µM*! | 3.5%&-9.1%
COc1ccc(C2/C=C\CN(S(=O)(=O)CC34CCC(CC3=O)C4(C)C)CC(=O)N2Cc2ccc(F)cc2)cc1 (stereo not given) | 1.3% | -6.7% | -4.8%
COc1ccc(C2=Nn3c(nnc3-c3ccccc3OC)SC2)cc1OC1CCOC1 (stereo not given) | 3.2% | 10.1%[57.1 µM] | -7.1%[57.1 µM]
CC[Si](CC)(CC)O[C@H]([C@@H](C)COCOC)[C@@H](C)COCc1ccc(OC)cc1 | 1.9% | 11.0% | 3.2%
CCCN1CNc2c(c(=O)[nH]c(=S)n2CCC(C)C)C1 | -0.9% | -20.5% | -9.3%
